Gli-Sufu block: blocks Gli-Sufu signaling in a luciferase reporter; inhibition, % at 5 µM; AID 588413; Sufu-KO-LIGHT fibroblasts, Gli luciferase reporter luminescence; actives 0.74% (n = 340,000);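 active means inhibition above about 55%, limit read from the data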;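 further: 0% = DMSO-treated cells and 100% = wells with medium but no cells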
GRIN3A LBD mod: modulates the human NR3A ligand-binding domain; NR3A LBD differential scanning fluorimetry, Tm shift; 0% = protein alone, 100% = glycine-bound protein; Tm shift relative to glycine control, % at 25 µM; actives 2.5% (n = 340,000); AID 1259313;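 active means melting temperature shift of at least 10% of the positive control shift, at one fixed dose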
CXCR6 block: CXCR6 (human) receptor inhibition; O00574; CHO-K1 PathHunter CXCR6 beta-arrestin, luminescence; inhibition, % at 20 µM; actives 0.36% (n = 360,000); AID 602244; in the data active means inhibition above about 34%, passing the limit was not always enough;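 further: antagonist mode with CXCL16 agonist at 10 nM final; 0% = 10 nM CXCL16 with DMSO and 100% = unstimulated wells without agonist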
Target sequence (O00574 whole entry, looked up): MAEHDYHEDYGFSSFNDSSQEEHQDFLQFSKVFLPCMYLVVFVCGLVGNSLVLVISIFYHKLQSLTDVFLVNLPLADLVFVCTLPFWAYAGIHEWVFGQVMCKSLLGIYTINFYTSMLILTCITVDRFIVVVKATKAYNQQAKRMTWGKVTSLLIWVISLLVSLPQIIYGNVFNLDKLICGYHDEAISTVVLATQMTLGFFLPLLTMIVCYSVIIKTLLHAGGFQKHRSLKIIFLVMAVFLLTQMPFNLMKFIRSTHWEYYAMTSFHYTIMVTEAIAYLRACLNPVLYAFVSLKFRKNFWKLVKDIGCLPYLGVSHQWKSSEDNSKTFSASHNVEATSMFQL
CCR6 antag: CCR6 (human) receptor antagonism | inhibition, % at 20 µM | P51684 | AID 493098 | CHO-K1 CCR6 PathHunter beta-arrestin, luminescence, CCL20-stimulated | actives 0.49% (n = 340,000);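 active means compounds whose inhibition of the agonist-driven luminescence signal at 20 µM reaches about 50%, limit read from the data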;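 further: cells stimulated with CCL20 at 14 nM final; plate controls were DMSO with CCL20 for no effect and DMSO without agonist for full effect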
MPTP block: blocks calcium-induced mitochondrial swelling; isolated mouse mitochondria, Ca2+ swelling absorbance, 30 min; inhibition, % at 10 µM; actives 1.4% (n = 360,000);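 active means inhibition of 50% or more, scaled per plate between neutral and stimulator controls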;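 further: 0% = DMSO wells given calcium and 100% = 1 mM EGTA wells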
EBI2 block: EBI2 (human) antagonism; inhibition, % at 5 µM; EBI2 beta-arrestin recruitment, luminescence, 7a,25-OHC stimulated; P32249; actives 0.81% (n = 360,000); in the data active means inhibition above about 38%;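 further: enzyme fragment complementation signal reports receptor beta-arrestin coupling in cells; 0% = agonist plus DMSO wells and 100% = wells without agonist; some results beyond the cut were filed as inactive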
APOBEC3A inh: inhibitors of human APOBEC3A DNA deaminase; P31941; recombinant A3A, FAM/TAMRA ssDNA deamination fluorescence; inhibition, % at 20 µM; actives 0.41% (n = 330,000); AID 493011;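 active means at least 40% inhibition at 20 µM here, with at most 30% in a related deaminase screen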;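 further: plate controls were A3A with DMSO for no effect and wells lacking A3A enzyme for full effect; some results filed as inactive read as strong as hits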
Target sequence (P31941 whole entry, looked up): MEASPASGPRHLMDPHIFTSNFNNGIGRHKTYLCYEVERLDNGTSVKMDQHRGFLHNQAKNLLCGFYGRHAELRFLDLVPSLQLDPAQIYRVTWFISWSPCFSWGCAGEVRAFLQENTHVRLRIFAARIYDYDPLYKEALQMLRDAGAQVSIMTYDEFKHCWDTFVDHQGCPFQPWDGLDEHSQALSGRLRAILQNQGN
A3G deaminase: blocks human APOBEC3G single-stranded DNA deamination; Q9HC16; recombinant A3G, ssDNA deamination FAM/TAMRA fluorescence; inhibition, % at 20 µM; actives 0.28% (n = 330,000); AID 493012;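 active means inhibition of at least 40% at 20 µM, with no more than 30% in the related APOBEC3A deaminase screen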;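 further: plate controls were DMSO wells with A3G for no effect and wells lacking A3G enzyme for full effect; some compounds called inactive have numbers as strong as hits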
Target sequence (Q9HC16 whole entry, looked up): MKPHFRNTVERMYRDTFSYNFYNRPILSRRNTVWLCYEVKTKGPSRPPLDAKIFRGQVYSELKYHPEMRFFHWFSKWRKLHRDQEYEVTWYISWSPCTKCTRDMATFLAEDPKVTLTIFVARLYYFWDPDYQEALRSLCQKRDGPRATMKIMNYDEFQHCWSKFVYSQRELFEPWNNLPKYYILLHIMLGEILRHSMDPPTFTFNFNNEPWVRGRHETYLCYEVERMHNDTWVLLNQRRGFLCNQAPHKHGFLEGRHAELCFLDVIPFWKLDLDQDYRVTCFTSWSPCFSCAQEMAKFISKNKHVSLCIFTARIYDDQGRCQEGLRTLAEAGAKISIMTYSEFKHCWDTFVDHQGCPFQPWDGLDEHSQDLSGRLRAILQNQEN
The depositor's hits bear a star; / = not tested or not shown.

SMILES	Gli-Sufu block	GRIN3A LBD mod	CXCR6 block	CCR6 antag	MPTP block	EBI2 block	APOBEC3A inh	A3G deaminase
COc1ccccc1CNc1nc(C)c(C(C)=O)s1	9	-3	-2	3	-1.6	8	-2	-5
COc1cccc(NC(=O)CN2C(=O)C(c3ccc(C)cc3)=NC23CCCCCC3)c1	5	1	8	2	12	15	-1	-8
COc1ccc(Cc2n[nH]c(=S)n2Cc2ccccc2)cc1Cl	2	1	3	6	12	-6	-7	4
CN1CCCN(S(=O)(=O)c2cccc(C(F)(F)F)c2)c2nc3ccccc3nc21	-4	3	-10	-1	1.2	19	-1	-8
COc1ccc(CN(C)CC(=O)NC(C)c2ccccc2)cc1OC (centres undefined)	1	-2	-2	-3	5.0	-22	3	-5
O=C(CCc1nnc2ccc(N3CCCC3)nn12)Nc1ccc(F)cc1F	-5	3	-1	-5	0.0	-9	-1	6
O=C(CSc1nc2ccccc2c(=O)[nH]1)N1CCCCCC1	-9	3	2	11	-0.8	0	1	0
Cc1cc(C)cc(C(=O)NC(CC(N)=O)c2ccc(NCCN3CCOCC3)c([N+](=O)[O-])c2)c1 (centres undefined)	-8	1	3	6	0.6	1	2	-3
O=C(NCc1ccco1)c1ccc(S(=O)(=O)N2CCOCC2)cc1	-3	-1	1	4	-1.4	-1	31	25
Cc1cc2c(N=NC(=O)C3CC3c3ccccc3)c(O)[nH]c2cc1Br (centres undefined)	-1	-6	3	9	11	26	1	2
CCc1ccc(-c2nc(CS(=O)CC(=O)O)c(C)o2)cc1 (centres undefined)	0	-1	-5	8	1.0	-7	10	-3
COc1cc(NC(=O)c2cccs2)ccc1NC(=O)c1ccccc1Cl	-14	12*	-4	9	-2.5	0	0	13
CCC1CCCCN1C(=O)/C=C/c1ccc2c(c1)OCO2 (centres undefined)	-16	-3	4	23	0.1	9	-5	-9
O=C(c1ccc(NS(=O)(=O)c2cccc(F)c2)cc1)N1CCCC1	21	0	0	13	-0.2	-2	-4	-4
COc1cc(OC)cc(C(=O)N(Cc2nc(-c3cccc(C)c3)no2)C(C)C)c1	4	0	7	12	-0.3	4	/	/
CNC(=O)NC(=O)COC(=O)CCCOc1ccc(OC)cc1	1	1	4	-6	-0.4	-8	-2	-3
CCOc1ccc(Nc2nc(N)nc(CSC(=S)N3CCN(c4ccccc4)CC3)n2)cc1	25	5	-11	3	1.6	-4	-5	-9
CN(C)S(=O)(=O)c1ccc(C(=O)NCCOc2ccccc2)cc1	-51	1	1	-3	0.3	8	-1	-6
CC1CN(C(=O)NCc2ccccc2)c2cc(Cl)ccc2O1 (centres undefined)	2	0	1	6	1.6	4	-2	-4
N#Cc1c(N2CCCCC2)nc(N2CCCCC2)c2c1CCN(Cc1ccccc1)C2	14	1	1	8	0.5	14	1	-2
CC(C)(C)c1cc(NC(=O)CSc2nnc(NCc3ccccc3)s2)n(-c2ccccc2)n1	17	-3	-5	11	5.3	13	-2	-7
NNC(=O)c1oc2nc(-c3cccs3)cc(-c3ccco3)c2c1N	/	/	8	/	1.6	13	-1	-2
Cc1c(NC(=O)Nc2ccccc2Cl)sc(=S)n1C	-4	-8	1	4	18	-1	-12	-8
COc1ccc(C(=O)NNC(=O)CSc2nnc(C3CC3)n2C)cc1	5	0	0	-5	-3.5	-14	-3	-10

Quoted at random: 4 records from the list, in no set order.
SMILES	Gli-Sufu block	GRIN3A LBD mod	CXCR6 block	CCR6 antag	MPTP block	EBI2 block	APOBEC3A inh	A3G deaminase
CCC1CCCCN1C(=O)/C=C/c1ccc2c(c1)OCO2 (centres undefined)	-16	-3	4	23	0.1	9	-5	-9
COc1cc(OC)cc(C(=O)N(Cc2nc(-c3cccc(C)c3)no2)C(C)C)c1	4	0	7	12	-0.3	4	/	/
COc1ccc(C(=O)NNC(=O)CSc2nnc(C3CC3)n2C)cc1	5	0	0	-5	-3.5	-14	-3	-10
CN(C)S(=O)(=O)c1ccc(C(=O)NCCOc2ccccc2)cc1	-51	1	1	-3	0.3	8	-1	-6

Going on with the list:
SMILES	Gli-Sufu block	GRIN3A LBD mod	CXCR6 block	CCR6 antag	MPTP block	EBI2 block	APOBEC3A inh	A3G deaminase
O=C(Cc1ccccc1)NCCc1cccc(Cl)c1	3	0	-2	-15	1.2	9	-2	-2
CCN(CC(=O)Nc1c(F)cccc1F)C(=O)c1ccc(Sc2nncn2C)c([N+](=O)[O-])c1	31	-4	-7	-8	-3.4	-3	1	-6
CC(C)CNC(=O)c1cccc(NC(=O)c2ccc(Cl)c([N+](=O)[O-])c2)c1	-1	-25	-2	6	20	-12	-2	-6
COc1cccc(N/N=C(\C#N)S(=O)(=O)C(C)(C)C)c1	-7	1	-1	3	-2.1	-1	-3	-1
O=C1Cc2ccccc2C(=O)N1c1ccccc1	-6	1	-5	9	-0.5	3	0	2
O=C(COC(=O)C1CCN(c2ccc(C(F)(F)F)cn2)CC1)NCc1ccc(F)cc1	-6	-4	1	14	-2.3	-7	-4	-11
FC(F)(F)COc1nc(N/N=C/c2cccnc2)nc(N2CCCCC2c2ccccn2)n1 (centres undefined)	23	-2	2	3	-1.4	8	-5	-8
N#Cc1ccc(C(=O)NC2CCCCCCC2)cc1	-58	0	1	13	-0.5	3	-2	-8
CC(C)=NNC1=NC(C)(C)Cc2ccccc21	6	-2	2	-3	-3.4	-8	-2	-1
CN(C(=O)COC(=O)c1n[nH]c2ccccc12)C1CCS(=O)(=O)C1 (centres undefined)	4	0	-5	-5	-1.4	2	4	1
Cn1c(NCCCO)nc2c(c1=O)C1(CCCCC1)Cc1ccccc1-2	-1	1	7	-7	1.0	13	1	-2
Cc1nc2ccccc2c(=O)n1NC(=O)/C=C/c1ccc(Br)cc1	-10	-2	-4	16	3.0	-5	0	2
CCCCCC1CCC(c2ccc(C(N)=O)cc2)CC1 (centres undefined)	1	1	-5	-3	2.5	2	6	-1
CCOC(=O)C1=C(C(=O)OCC)N(Cc2ccccc2)CCC1=O	-11	2	-1	-9	0.1	-8	/	/
Cc1c(OCC(=O)NCCCN2CCCC2=O)ccc2c3c(c(=O)oc12)CCC3	-18	7	-3	10	0.1	-5	-2	-2
COc1ccc(NC(=O)Cn2nnc(C(=O)Nc3ccccc3C)c2N)cc1	-7	0	-5	6	2.5	-4	2	-1
COc1ccc(OC)c(C(=O)NC(CC(N)=O)c2ccc(N3CCC(Cc4ccccc4)CC3)c([N+](=O)[O-])c2)c1 (centres undefined)	0	-8	5	8	-0.5	-5	-6	-8
CN(CC(=O)Nc1c(Cl)cccc1Cl)C(=O)c1ccc(-n2cncn2)c([N+](=O)[O-])c1	-8	-1	-9	-6	-1.4	-5	1	8
CCOc1ccc(OCCNC(=O)c2ccc3c(c2)nnn3CC)cc1	-8	1	-6	0	-0.3	6	2	-5
COc1ccc(-c2cc(C(=O)N3CCN(c4ccccc4O)CC3)c3ccccc3n2)cc1OC	1	-6	-2	-7	0.9	-32	-4	-7
COc1ccc(C)cc1NC(=O)CSc1nnc(-c2ccc(OC)c(OC)c2)n1N	-1	-1	-1	13	1.3	-1	-5	-4
Cc1ccc(Cn2c(=O)c3c(nc4n3CCN4Cc3ccco3)n(C)c2=O)cc1	4	-1	1	16	0.0	-4	1	-2
Cc1cc(C)cc(C(=O)NC(CC(N)=O)c2ccc(NCC3CC3)c([N+](=O)[O-])c2)c1 (centres undefined)	-1	-2	5	13	0.6	5	0	-7
COC(=O)C1=CN(Cc2ccc(F)cc2)C=C(C(=O)OC)C1c1cc(OC)c(OC)c(OC)c1	9	-1	3	16	-0.9	21	-3	-6
O=C(O)c1ccc(N2CCCCS2(=O)=O)cc1	4	-2	-4	-1	-1.1	-7	-2	-4
CCn1c(SCC(=O)Nc2ccc3c(c2)OCCO3)nnc1-c1ccccn1	-3	-1	-5	10	-2.4	-9	-2	-7
CCOP(=O)(OCC)C(Nc1cccc(C(F)(F)F)c1)c1ccc(C)cc1 (centres undefined)	10	-3	5	9	4.2	10	2	-5
O=C(COC(=O)c1cccc(OC(F)F)c1)Nc1cccc(S(=O)(=O)N2CCCC2)c1	-4	0	1	16	0.1	6	6	0
CCOc1ccccc1CNC(=O)Cn1ccc2cc(S(=O)(=O)N3CCCCCC3)ccc21	43	-8	0	10	0.5	13	-7	-8
O=S1(=O)N=C(N/N=C/c2ccco2)c2ccccc21	-1	0	-1	-10	-3.3	1	-3	-2
Cc1cc[n+](C2=C([O-])c3ccccc3C(=O)/C2=N\S(=O)(=O)c2cccs2)cc1C	-10	0	-29	-34	-1.7	-2	-1	-5
Cc1cc(C)n(CC(O)Cn2cnc3c2c(=O)n(C)c(=O)n3C)n1 (centres undefined)	-1	-2	-7	1	1.7	-10	-5	-5
CCc1ccc(C(=O)CSc2nc(C)cc(=O)[nH]2)cc1	3	-2	-9	14	0.3	2	-1	-6
COc1ccc(C2CC(=O)c3cnc(NC(=O)c4ccccc4)nc3C2)cc1OC (centres undefined)	-3	1	6	10	-0.6	5	0	-3
CCOc1ccc(S(=O)(=O)N2CCOCC2)cc1NC(=O)CSCc1c(C)noc1C	-5	0	-6	7	-2.3	-13	10	6
COc1cc(N)c(Cl)cc1C(=O)OCC(=O)NCC1CCCO1 (centres undefined)	-1	0	8	-10	-0.3	-8	-5	-8

Ordered by number of heavy atoms (ascending): some entries from above
SMILES	Gli-Sufu block	GRIN3A LBD mod	CXCR6 block	CCR6 antag	MPTP block	EBI2 block	APOBEC3A inh	A3G deaminase
COc1ccccc1CNc1nc(C)c(C(C)=O)s1	9	-3	-2	3	-1.6	8	-2	-5
Cc1cc[n+](C2=C([O-])c3ccccc3C(=O)/C2=N\S(=O)(=O)c2cccs2)cc1C	-10	0	-29	-34	-1.7	-2	-1	-5
Cc1cc(C)cc(C(=O)NC(CC(N)=O)c2ccc(NCC3CC3)c([N+](=O)[O-])c2)c1 (centres undefined)	-1	-2	5	13	0.6	5	0	-7

Going on with the list:
SMILES	Gli-Sufu block	GRIN3A LBD mod	CXCR6 block	CCR6 antag	MPTP block	EBI2 block	APOBEC3A inh	A3G deaminase
COc1ccc(NC(=O)CSc2nnc(-c3cccs3)n2-c2ccccc2)cc1	-3	4	-3	8	-0.8	8	-3	-4
CC(C)CCNC1=CC(=O)CC(c2ccccc2)C1 (centres undefined)	10	-3	-2	-7	2.1	-5	-2	-9
O=C(COC(=O)CN1C(=O)C2CCCCC2C1=O)NNC(=O)c1ccc(Cl)cc1 (centres undefined)	-12	0	4	2	-0.7	-9	-4	-3
COc1cccc(CC(NC(C)=O)C(=O)NC2CCN(S(=O)(=O)c3ccc(F)cc3)CC2)c1OC (centres undefined)	1	-2	-1	10	-1.5	6	-2	-2
COc1ccc(NC(=O)CC(c2ccco2)C(C)C)cc1 (centres undefined)	7	-2	-1	9	0.2	-6	2	7
C=CCSc1nc2c(c(=O)[nH]c(=O)n2C)n1Cc1ccc(C)cc1	18	-5	2	10	0.3	-7	-3	-9
CC1(C)Cc2c(cnn2-c2cccc(F)c2)C(NC(=O)CCN2CCCC2=O)C1 (centres undefined)	8	-2	7	5	1.8	-2	0	-8
COc1ccc(N=Cc2ccc(-c3ccccc3)o2)cc1	-8	-24	7	-10	-0.2	-11	-3	-10
CCNS(=O)(=O)c1ccc(CCC(=O)N2CCN(c3ccc(OC)cc3)CC2)cc1	8	-2	-1	3	-0.8	-7	3	-6
Cc1cc(Cl)ccc1-n1c(-c2cccnc2)n[nH]c1=S	1	1	6	25	-1.3	-2	-1	28
CC(=O)c1ccc(N2CCN(CC(=O)Nc3ccc4c(c3)OCCO4)CC2)cc1	-7	1	-2	1	0.0	-5	1	-2
CC(NC(=O)CCNC(=O)c1ccc(Br)cc1)c1ccc(S(N)(=O)=O)cc1 (centres undefined)	-2	0	0	0	-0.7	-9	0	-7
COc1cc(OC)c(C(=O)Nc2cc(Cl)ccc2-n2cncn2)cc1OC	-1	-2	-12	-5	-0.7	-6	3	-9
Cc1ccc(NC(=O)NC2CCCCC2)cc1S(=O)(=O)N1CCOCC1	0	1	-12	4	-0.2	2	2	2
Cc1nc2cc(CO)ccc2n1C	-1	0	-15	-5	-0.4	-15	1	1
Fc1cccc(Cn2ccc(-c3ccc4c(c3)OCO4)n2)c1	-37	4	-2	13	1.6	8	2	-2
Cc1nnc(NC2=NCCC2)s1	3	0	-9	3	-0.5	-1	-2	-4

Screening data (PubChem)

The order is random, and some 5.8% of all compounds hit somewhere here.
